# HKDC1 inhibitor: HKDC1 (human) hexokinase inhibition | AID 493160 | recombinant HKDC1, G6PDH/diaphorase resazurin coupled fluorescence | inhibition, % at 20 µM | Q2TB90 | actives 0.16% (n = 340,000);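 active = inhibition above about 35% when tested at 20 µM, limit read from the data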;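 note: plate controls were DMSO wells with enzyme for no effect and DMSO wells lacking enzyme for full effect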
#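 Material: recombinant HKDC1 hexokinase; Amount: HKDC1 at 5 µg/mL; Medium: Tris pH 8.0 buffer with MgCl2, Tween-20, BSA, BME; Schedule: 90 min reaction incubation at room temperature, dark; Technique: coupled resazurin fluorescence, excitation 525 nm, emission 613 nm.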
# mIAP activ: increases mouse intestinal alkaline phosphatase activity | muIAP, CDP-Star luminescence, 30 min; stronger effect = higher value; 1 = vehicle-only enzyme signal, 0 = enzyme-free wells | activation factor at 10 µM | actives 0.24% (n = 330,000) | AID 2805;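 active = activation factor of at least 2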; note: the source names both 10 and 20 µM as test concentration; values of inactives mirror those of a sister screen read the other way
#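 Assay system: mouse IAP enzyme; Reagent: CDP-Star chemiluminescent phosphatase substrate; Compound: DMSO-dissolved test compounds; Incubation: 30 min, room temperature; Technique: luminescence from enzymatic CDP-Star hydrolysis; Controls: DMSO-only wells and no-enzyme negative control.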
# A3A deaminase: inhibitors of human APOBEC3A DNA deaminase; P31941; recombinant A3A, FAM/TAMRA ssDNA deamination fluorescence; inhibition, % at 20 µM; actives 0.41% (n = 330,000); AID 493011;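 active = at least 40% inhibition at 20 µM here, with at most 30% in a related deaminase screen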;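 note: plate controls were A3A with DMSO for no effect and wells lacking A3A enzyme for full effect; some results filed as inactive read as strong as hits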
# Target sequence (P31941 whole entry, looked up): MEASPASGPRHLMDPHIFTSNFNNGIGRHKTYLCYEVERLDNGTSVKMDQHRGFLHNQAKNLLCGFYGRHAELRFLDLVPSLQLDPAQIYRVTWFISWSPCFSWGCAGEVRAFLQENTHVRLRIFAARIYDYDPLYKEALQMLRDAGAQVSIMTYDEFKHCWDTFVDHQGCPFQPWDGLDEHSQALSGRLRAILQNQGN
# PfGluPho inh: PfG6PD (Plasmodium falciparum) enzyme inhibition | PfGluPho enzyme, NADPH resazurin-diaphorase fluorescence | inhibition, % at 20 µM | actives 0.78% (n = 350,000) | AID 504690;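 active = inhibition reaching at least a set limit at 20 µM in the primary screen, cut at about 59% in these data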;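 note: 0% = DMSO wells with substrate and 100% = DMSO wells lacking glucose-6-phosphate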
# hIAP act: human IAP activation | purified human IAP, CDP-Star luminescence, 30 min; stronger effect = higher value; 1 = vehicle-only enzyme, 0 = enzyme-free background | activation factor at 10 µM | actives 0.16% (n = 330,000);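 active = activation factor of the enzyme at least 2-fold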; note: the source names both 10 and 20 µM as test concentration; values of inactives mirror those of a sister screen read the other way
# Target sequence (P09923 whole entry, looked up): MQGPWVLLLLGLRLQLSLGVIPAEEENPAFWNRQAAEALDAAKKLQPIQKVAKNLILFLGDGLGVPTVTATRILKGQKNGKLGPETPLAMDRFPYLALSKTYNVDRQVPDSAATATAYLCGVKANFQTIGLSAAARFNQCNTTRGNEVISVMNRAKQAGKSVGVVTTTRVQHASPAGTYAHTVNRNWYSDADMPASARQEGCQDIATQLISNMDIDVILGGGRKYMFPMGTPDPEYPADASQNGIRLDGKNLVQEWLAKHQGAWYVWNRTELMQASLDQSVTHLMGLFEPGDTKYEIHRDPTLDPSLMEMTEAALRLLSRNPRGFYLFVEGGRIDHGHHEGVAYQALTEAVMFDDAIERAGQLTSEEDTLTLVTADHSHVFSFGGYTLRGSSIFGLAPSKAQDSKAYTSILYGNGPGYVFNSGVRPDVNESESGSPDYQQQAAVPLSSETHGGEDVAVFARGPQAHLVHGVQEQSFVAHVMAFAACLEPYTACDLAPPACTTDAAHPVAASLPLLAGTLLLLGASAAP
# hIAP block: human IAP inhibition | purified IAP, CDP-Star luminescence, 30 min | P09923 | inhibition, % at 10 µM | actives 0.12% (n = 330,000);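 active = inhibition reaching a set limit with compound at 10 µM in the primary screen, cut at about 35% in these data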;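 note: plate controls were DMSO wells with enzyme for no effect and no-enzyme buffer wells for full effect; values of inactives mirror those of a sister screen read the other way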
# mIAP block: blocks mouse intestinal alkaline phosphatase; actives 0.2% (n = 330,000); inhibition, % at 10 µM; AID 2806; purified mouse IAP, CDP-Star luminescence, 30 min;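 active = inhibition of at least 40% at 10 µM in the primary screen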;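 note: plate controls were DMSO with enzyme for no effect and no enzyme wells for full effect; values of inactives mirror those of a sister screen read the other way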
# ATG4B inh: inhibitors of human ATG4B cysteine protease. inhibition, % at 8.33 µM. actives 0.51% (n = 340,000). ATG4B cleavage of LC3-PLA2, NBD-HPC fluorescence, 1 h. Q9Y4P1; in the data active = inhibition above about 40%
# Active calls of the source: *; / = no result given.
SMILES,HKDC1 inhibitor,mIAP activ,A3A deaminase,PfGluPho inh,hIAP act,hIAP block,mIAP block,ATG4B inh
CC1CCCCN1CCCNC(=O)CN1C(=O)CSc2ccc(S(=O)(=O)N3CCOCC3)cc21 (configuration not stated),5,0.98,-2,-3,1.2,-22,2,1
Nc1nonc1C(=O)NCCNC(=O)c1ccc(Cl)c(Cl)c1,-5,1.1,-3,0,0.89,11,-6,1
CN(Cc1c(F)cccc1Cl)C(=O)c1ccc(NC(=O)CC2SC(N3CCCCC3)=NC2=O)cc1 (configuration not stated),1,1.1,-1,-3,0.94,6,-5,16
Nc1nc(SCC(=O)Nc2ccc(Cl)c([N+](=O)[O-])c2)n[nH]1,-1,1,-2,-5,1.2,-22,0,-5
O=C1COc2cc(S(=O)(=O)CCC(=O)N3CCCCC3)c(Cl)cc2N1,0,1.1,-8,2,0.95,5,-7,-11
CCOc1ccccc1NC(=O)C1CCCCN1S(=O)(=O)c1ccccc1 (configuration not stated),0,0.95,0,6,1.2,-21,5,5
COc1ccc(C2C(C#N)=C(N)N(c3ccccc3C#N)C3=C2C(=O)CCC3)cc1CN1CCCC1 (configuration not stated),8,1.1,-6,-8,1.1,-8,-6,2
CC(C)Cn1c(-c2csc3c2CCCC3)n[nH]c1=S,1,1.1,2,22,1.2,-18,-11,-1
O=C(COC(=O)c1ccc(Br)o1)Nc1nc2ccccc2s1,-1,1,1,-8,1.1,-9,0,-5
CCOc1ccc(OCCCC(=O)Nc2nc3ccccc3[nH]2)cc1,-9,0.83,0,-13,1.3,-31,17,4
CC(C)CN(C(=O)c1cccs1)C1CCS(=O)(=O)C1 (configuration not stated),0,0.98,-3,14,0.91,9,2,-9
CN(CC(=O)Nc1ccccc1Br)C(=O)CN1CCN(Cc2cccc(Cl)c2)CC1,-5,1,7,10,0.96,4,-2,-8
COc1cc(OC)c(C(=O)Nc2ccc(S(=O)(=O)N3CCCCC3)cc2)cc1OC,3,0.99,4,14,1.1,-8,0,-16
Cc1ccc(C2CC(c3cccs3)=NN2C(=O)CCl)cc1 (configuration not stated),25,0.88,-3,-2,0.95,5,12,4
CCOc1ncccc1C(=O)OCC(=O)c1ccccc1Br,-8,1.1,-7,11,1.2,-17,-7,6
O=C(NCCN1CCN(S(=O)(=O)c2ccc([N+](=O)[O-])cc2)CC1)C(=O)Nc1ccccc1,-3,1,0,3,0.94,6,-3,-1
O=C(O)C(NC(=O)C1CCCN1C(=O)OCc1ccccc1)c1ccccc1 (configuration not stated),-4,0.93,-2,-6,0.99,1,7,-1
Cc1ccc2nc(N/C(=N/S(=O)(=O)c3cccs3)c3ccccc3Cl)sc2c1,4,0.89,2,-34,1.1,-5,11,3
O=C(NCc1ccccc1)Oc1cccc(Cl)c1,0,1.1,3,20,1.1,-6,-5,-2
CCOc1ccc(S(=O)(=O)N(C)c2ccc(OCC(=O)NCC3CCCO3)cc2)cc1 (configuration not stated),-3,0.95,-1,-1,0.99,1,5,-10
Cc1ccc(S(=O)(=O)N(CC(=O)Nc2ccccc2C(=O)O)c2ccccc2)cc1,-2,0.95,2,29,1.1,-8,5,-8
CC1=NN(C(C#N)c2ccccc2O)C(C)(C)C1 (configuration not stated),-5,1.1,-5,-15,1.1,-8,-5,-11
CC1(C)CC(=O)c2cnc(N3CCN(c4ccccc4)CC3)nc2C1,-4,0.94,2,-4,1.1,-15,6,3
COc1ccc(CNC(=O)CN(C(=O)c2cc3sccc3n2C)C2CCCC2)cc1,-6,1.1,0,-5,1,0,-10,-7
CC1(C)CC(=O)C=C(NCCCN2CCCC2=O)C1,1,1,0,-10,0.88,12,-4,3
Cc1ccc(C(C)C)c(OCC(=O)NNCC(=O)Nc2cccc(F)c2)c1,0,1,3,27,1,-4,-5,5
CN(CC(=O)Nc1cccc(F)c1)C(=O)c1cc(S(=O)(=O)N(C)C)ccc1N1CCCC1,-2,0.99,-2,-5,1.3,-29,1,-1
O=C1CCC(C(=O)NCc2cccnc2)N1 (configuration not stated),-3,1,-6,7,0.88,12,0,2
COCc1ccc(C(=O)N2CCCC(C(=O)c3ccc(SC)cc3)C2)o1 (configuration not stated),-3,1,-2,-21,1.3,-31,-4,5
COc1ccc(Cl)cc1NC(=O)NCC1CCN(C(=O)OC(C)(C)C)CC1,-1,1.6,-1,-3,1.2,-18,-63,-7
CC1CCCCN1C(=O)Cn1cc(C=O)c2ccccc21 (configuration not stated),0,1,1,-19,1,-5,-3,4
Cc1cccc2cc(C#N)c(SCC(=O)N3CC(=O)Nc4ccccc43)nc12,-1,0.96,-4,11,1,-2,4,-19
O=C(c1cccc2ccccc12)C1CCCN(C(=O)c2ccc(N3CCOCC3)cc2)C1 (configuration not stated),-7,1.1,2,-6,0.99,1,-10,-5
COCCCNC(=O)/C=C/c1ccc(Cl)cc1,-9,0.97,-5,-3,0.92,8,3,-7
CCCCn1c(=O)[nH]c(=O)c2c1nc(-c1cc(Cl)c(OC)c(OC)c1)n2C,-5,0.91,5,7,0.92,8,9,-11
CSc1ccccc1NC(=O)N1CCCC(C(=O)c2ccc3c(c2)OCO3)C1 (configuration not stated),-4,0.94,2,13,0.9,10,6,3
CC(c1ccco1)N(C(=O)c1ccc(F)cc1)c1ccccn1 (configuration not stated),10,0.92,0,-5,0.95,5,8,0
O=C1N/C(=N\N=C\c2ccco2)SC1Cc1ccc(F)cc1 (configuration not stated),-6,0.97,-3,-12,0.9,10,3,-6
Cc1ccc(S(=O)(=O)N2CCCOC2)cc1,-6,1,1,-1,1,-2,0,-6
Cc1cccc(NC(=O)c2ccc(C3SCC(=O)N3CCc3ccccc3)cc2)c1 (configuration not stated),-1,1,0,6,0.96,4,-1,4
COc1ccc(C2/C(=C(/O)c3ccc(Br)cc3)C(=O)C(=O)N2C)cc1OC (configuration not stated),-3,1.1,-5,-17,1.1,-11,-11,2
CN(CC(=O)Nc1cccc(F)c1)C(=O)c1ccc(N2C(=O)c3ccccc3C2=O)cc1,-6,0.98,3,-9,1.1,-9,2,0
COc1cc(C(=O)N2CCN(C(=O)c3ccco3)CC2)c([N+](=O)[O-])cc1OC,9,1,0,-7,0.99,1,-5,5
Cc1nc(NCc2ccco2)c2oc3ccccc3c2n1,-3,0.96,-1,-16,1,-2,4,4
O=C(CSc1nnnn1C1CCCCC1)NCc1ccc2c(c1)OCO2,5,1,0,-7,0.97,3,-2,4
O=C(COc1cccc2cccnc12)NCC(F)(F)F,15,0.99,0,-9,1.1,-7,1,2
NC(=O)c1ccc(OCC(F)(F)F)nc1,-7,0.97,-5,3,1.3,-25,3,7
CCCN(CCC)S(=O)(=O)c1ccc(C(=O)NNC(=O)c2cc(OC)c(OC)c(OC)c2)cc1,-2,0.9,-1,-2,0.77,23,10,-4
COc1ccc(S(=O)(=O)N(C)C)cc1NC(=O)Cc1ccc(S(=O)(=O)N2CCOCC2)s1,-1,0.99,-5,-4,1.2,-19,1,-1
Cc1cc2ncn(C(=O)N3CCCCC3)c2cc1C,-10,0.95,-1,-7,1.1,-13,5,0
Cc1ccc(CNC(=O)C2CCC(=O)N(CCc3cccc(F)c3)C2)cc1 (configuration not stated),-2,1.1,0,7,1.4,-42,-6,-6
CCOC(=O)c1c(C)oc2ccc(NS(=O)(=O)c3ccc4c5c(cccc35)C(=O)N4)cc12,8,0.82,11,5,0.94,6,18,-19
COc1ccc(NC(=O)C2CCN(S(=O)(=O)c3c(C)noc3C)CC2)cc1OC,-6,1.1,-1,-1,1.3,-28,-8,9
Cc1ccc(-c2cc(C(=O)N3CCc4ccccc4C3)[nH]n2)cc1C,0,1.4,3,-16,2.5*,-149,-44,3
Cc1ccc(NC(=O)c2c3c(nc4ccccc24)CCC3)cc1S(=O)(=O)N(C)C,-9,0.89,15,10,0.93,7,11,11
CC1=C(C)CC(C(=O)NCc2ccccc2F)C(C(=O)O)C1 (configuration not stated),/,0.97,-4,/,1.1,-6,3,/
CCCCC(=O)NCCc1cc2c(C)ccc(C)c2[nH]c1=O,1,1.1,1,23,1.1,-8,-8,-7
Cc1cc(N2CCCC2)nc(-c2ccccc2O)n1,-5,1.1,6,0,1.1,-9,-5,-12
COC(C(=O)Nc1ccnn1C1CCN(Cc2ccc(C)o2)CC1)c1ccccc1 (configuration not stated),-1,0.99,-2,-6,1.2,-24,1,4
C=CCNc1nc(C2(C)CC3(CC(C)OC3=O)C(=O)O2)cs1 (configuration not stated),-2,1,0,-8,0.99,1,0,-9

# Results in PfGluPho inh, HKDC1 inhibitor and ATG4B inh, for some of the entries so far:
compound	PfGluPho inh	HKDC1 inhibitor	ATG4B inh
COc1ccc(C2C(C#N)=C(N)N(c3ccccc3C#N)C3=C2C(=O)CCC3)cc1CN1CCCC1 (configuration not stated)	-8	8	2
CC(C)Cn1c(-c2csc3c2CCCC3)n[nH]c1=S	22	1	-1

# 7 entries from above, with tabs:
Compound	HKDC1 inhibitor	mIAP activ	A3A deaminase	PfGluPho inh	hIAP act	hIAP block	mIAP block	ATG4B inh
COc1ccc(S(=O)(=O)N(C)C)cc1NC(=O)Cc1ccc(S(=O)(=O)N2CCOCC2)s1	-1	0.99	-5	-4	1.2	-19	1	-1
Cc1cc2ncn(C(=O)N3CCCCC3)c2cc1C	-10	0.95	-1	-7	1.1	-13	5	0
Cc1ccc(CNC(=O)C2CCC(=O)N(CCc3cccc(F)c3)C2)cc1 (configuration not stated)	-2	1.1	0	7	1.4	-42	-6	-6
CCOC(=O)c1c(C)oc2ccc(NS(=O)(=O)c3ccc4c5c(cccc35)C(=O)N4)cc12	8	0.82	11	5	0.94	6	18	-19
COc1ccc(NC(=O)C2CCN(S(=O)(=O)c3c(C)noc3C)CC2)cc1OC	-6	1.1	-1	-1	1.3	-28	-8	9
Cc1ccc(-c2cc(C(=O)N3CCc4ccccc4C3)[nH]n2)cc1C	0	1.4	3	-16	2.5*	-149	-44	3
Cc1ccc(NC(=O)c2c3c(nc4ccccc24)CCC3)cc1S(=O)(=O)N(C)C	-9	0.89	15	10	0.93	7	11	11

# The list continues:
SMILES,HKDC1 inhibitor,mIAP activ,A3A deaminase,PfGluPho inh,hIAP act,hIAP block,mIAP block,ATG4B inh
CCCCn1nc(C(=O)NCc2ccccc2CN2CCCC2)c2ccccc2c1=O,-4,1.1,-2,-1,1,0,-11,11
Cc1ccc2[nH]c(=O)c3cc(C(=O)N(CCCOC(C)C)Cc4ccco4)sc3c2c1,5,1,-4,17,0.94,6,-2,-9
CC(=O)N1CCc2[nH]c3ccc(C)cc3c2C1,0,0.98,-2,7,1,-4,2,5
CCN(CC)C(=O)C(C)N(C#N)c1nc(SC)nc(N(C)C)n1 (configuration not stated),-14,0.89,4,-17,0.99,1,11,-14
CCc1ccc(C(=O)NC(C(=O)O)C(C)C)cc1 (configuration not stated),-5,1,-3,-8,1.1,-14,-5,1
Cc1nn(Cc2ccccc2)c(Cl)c1C(=O)NCc1ccco1,7,1,5,2,0.99,1,0,-7
C=CCn1c(=N)n(CC(O)c2ccco2)c2ccccc21 (configuration not stated),-3,0.89,1,-6,1.1,-6,11,-4
CCOC(=O)C1CCCN(S(=O)(=O)c2c(C(=O)N3CCCCC3)c(C)n(C)c2C)C1 (configuration not stated),-6,0.99,0,-2,1.2,-18,1,-1
CCCNc1c(NS(=O)(=O)c2ccc(C3CCCCC3)cc2)c(=O)oc2ccccc12,-7,0.92,-2,4,1.1,-10,8,-2
O=C(c1ccco1)N1N=C(c2cccs2)CC1c1ccco1 (configuration not stated),-6,0.9,2,-4,0.98,2,10,-1
Cc1cccc(NC(=O)CNC(=O)COc2cc(F)ccc2[N+](=O)[O-])c1C,-6,0.98,1,3,1.1,-7,2,-7
Cc1ccc(CNc2ccc3c(c2)ncn3C(C)C)cc1,-1,1,-6,13,1.1,-8,-4,5

# Screening results deposited in PubChem by Sanford-Burnham Center for Chemical Genomics.
